OX1R antag-1 – antagonists of human orexin 1 receptor. inhibition, % at 5 µM. AID 434989. 330,000 compounds, 0.43% hits. CHO/OX1R cells, Fluo-8 calcium fluorescence, orexin A;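 active means inhibition above its plate's threshold, mean inhibition of all tested compounds on the plate plus 3 SD, cut at about 37% in these data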;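 further: 0% = orexin A challenge wells and 100% = SB-334867-A antagonist wells; not every result past the cut was called active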
Target sequence (O43613 whole entry, looked up): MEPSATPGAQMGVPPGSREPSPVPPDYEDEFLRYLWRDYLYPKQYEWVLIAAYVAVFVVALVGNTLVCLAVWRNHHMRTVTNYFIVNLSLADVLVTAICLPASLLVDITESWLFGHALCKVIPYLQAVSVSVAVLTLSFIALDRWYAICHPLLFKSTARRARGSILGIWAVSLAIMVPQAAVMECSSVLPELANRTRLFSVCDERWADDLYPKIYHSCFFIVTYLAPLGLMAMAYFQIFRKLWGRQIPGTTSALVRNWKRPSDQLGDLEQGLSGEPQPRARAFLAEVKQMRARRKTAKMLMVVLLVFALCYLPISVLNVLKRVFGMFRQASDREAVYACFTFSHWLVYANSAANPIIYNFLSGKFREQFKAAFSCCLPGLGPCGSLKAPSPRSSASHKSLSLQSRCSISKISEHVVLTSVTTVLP
OX1R antag-2 – blocks the human orexin 1 receptor. O43613. OX1R-expressing cells, FRET antagonist read-out. inhibition, % at 6.6 µM. 330,000 compounds, 1.8% hits. AID 485270; in the data active means inhibition mostly above about 38%, no sharp cut-off; inactive means mostly below about 40%;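 further: 0% = agonist challenge alone and 100% = reference antagonist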
CHT allo act – allosteric activators of human choline transporter CHT. B-score at 10 µM. CHT-expressing cells, membrane potential dye, choline EC20; hits give high values; LV-AA mutant CHT in HEK293 cells. Q9GZV3. 310,000 compounds, 0.49% hits;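 active means initial fluorescence not abnormally high and integrated response B-score, plate-corrected, over 3 SD above library mean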
Target sequence (Q9GZV3 whole entry, looked up): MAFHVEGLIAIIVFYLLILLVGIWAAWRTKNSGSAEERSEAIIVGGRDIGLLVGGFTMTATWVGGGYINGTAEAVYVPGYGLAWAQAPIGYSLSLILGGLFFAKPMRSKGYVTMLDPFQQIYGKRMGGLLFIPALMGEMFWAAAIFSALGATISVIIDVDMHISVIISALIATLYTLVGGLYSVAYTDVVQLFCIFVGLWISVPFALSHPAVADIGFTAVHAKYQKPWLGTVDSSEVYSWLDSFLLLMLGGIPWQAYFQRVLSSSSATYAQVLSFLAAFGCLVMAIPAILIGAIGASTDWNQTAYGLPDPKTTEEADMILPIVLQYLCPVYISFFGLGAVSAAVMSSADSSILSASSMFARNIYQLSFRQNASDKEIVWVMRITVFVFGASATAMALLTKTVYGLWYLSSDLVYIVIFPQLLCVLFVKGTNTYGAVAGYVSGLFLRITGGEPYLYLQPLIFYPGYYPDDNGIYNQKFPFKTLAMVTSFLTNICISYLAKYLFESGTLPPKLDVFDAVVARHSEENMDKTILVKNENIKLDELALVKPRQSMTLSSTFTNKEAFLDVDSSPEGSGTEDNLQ
Starred values were filed as active, the others as inactive; i = inactive; . = no result given.

SMILES	OX1R antag-1	OX1R antag-2	CHT allo act
O=C1NC(CCc2ccccc2)C(=O)N1CCOc1cccc(Br)c1 (centres undefined)	-19	16	i
O=C(Nc1ccccc1N1CCN(C(=O)c2ccc(Cl)cc2)CC1)c1ccc2c(c1)OCO2	-22	1	i
O=C1O/C(=C\c2ccccc2)c2ccccc21	-11	16	i
CCOC(=O)c1c(C)[nH]c(C)c1C(=O)COC(=O)CCc1ccccc1	-10	7	.
N#CCC(=O)c1ccccc1Oc1ccc(Cl)cc1	2	37	i
CCN1CCN(C(=O)c2ccc(N3CC4CC(C3)c3cccc(=O)n3C4)c(NC(=O)c3cc(OC)cc(OC)c3)c2)CC1 (centres undefined)	-4	-6	i
Cc1cc(NC(=O)CN2C(=O)NC(C)(c3ccc(Cl)cc3Cl)C2=O)no1 (centres undefined)	-13	11	.
Cc1noc(C)c1COc1ccc(C(=O)NCCOc2ccccc2)cc1	-12	10	.
Cc1ccc(S(=O)(=O)N(CC(=O)NCCC2=CCCCC2)Cc2ccccc2)cc1	-23	13	i
Cc1ccc(NC(=O)CN2C(=O)S/C(=C\c3cc(Cl)c(OCC(=O)O)c(Cl)c3)C2=O)cc1	4	3	i
Cc1ccc(S(=O)(=O)NC(=O)COc2ccc(Cl)cc2Cl)cc1	-3	9	i
CC(C)(C)OC(=O)C[C@@H]1C/C=C\C[C@@H](CC(=O)NCCO)C(=O)N[C@H](Cc2ccccc2)COC1=O	-12	5	.
Cn1nc(-c2ccc(Cl)cc2)c2cc(C(=O)NC3CC3)sc21	-13	26	i
O=C(O)C1CCN(S(=O)(=O)c2cccc3nonc23)CC1	-6	28	i
COc1c2occc2c(OC(C)=O)c2c(=O)cc(C)oc12	-32	-6	i
Cc1ccc(SCC(=O)c2cc(C)c(OC(=S)N(C)C)c(C)c2)cc1	13	20	i
Cc1cc(=O)n2[nH]c(Nc3cccc(Cl)c3)nc2n1	2	10	i
COc1ccc(N2CCN(C(=O)NC34CC5CC(CC(C5)C3)C4)CC2)cc1	-26	13	i
CCCOc1ccc(C(C)=O)cc1CN1CCOCC1	-12	-1	i
CCOCCCNC(=O)N[C@@H](Cc1ccccc1)C(=O)OC	-6	12	i
C=CCN(CC=C)S(=O)(=O)c1ccc(NC(=O)COc2ccccc2OC)cc1	6	20	i
CCOC(=O)C1(Cc2ccccc2C)CCCN(S(=O)(=O)c2cccnc2)C1 (centres undefined)	-28	18	i
S=C(NCc1ccccc1)N1CCN(c2cccc(Cl)c2)CC1	20	27	i
Cc1cc(C)nc(/N=C(\N)Nc2ccc(CC(=O)OC(C)C)cc2)n1	67*	17	i
Cc1ccc(S(=O)(=O)N2CCOCC2)cc1NC(=O)c1cccc(S(=O)(=O)N2CCCC2)c1	-17	0	i
CCOc1c(C)cnc2c1c(=O)n(Cc1c(F)cccc1Cl)c(=O)n2C	-31	11	i
COc1ccc(NC(=S)N2CCN(Cc3ccccc3)CC2)cc1	-19	14	i
COc1ccc(/C=N/NC(=O)c2sccc2C)c2ccccc12	-22	10	i
Cc1n[nH]c(C)c1CCC(=O)N/N=C/c1cccc([N+](=O)[O-])c1	-16	33	i
Oc1ccc(C2C(c3ccccc3)=NN=C(c3ccccc3F)N2O)c(O)c1 (centres undefined)	-8	22	i
OC(COc1cccc2ccccc12)CN1CCCC1 (centres undefined)	-20	21	i
O=C(NCCCN1CCCC1=O)Nc1ccc(F)c(Cl)c1	5	6	i
CCC1(C)Cc2ccccc2-c2nc(-c3ccccc3)oc(=O)c21 (centres undefined)	-18	5	i
Cc1ccc(C(=O)NC(C(=O)NC2CCCC2)c2ccccc2)cc1 (centres undefined)	-16	2	i
COC(=O)C(Cc1ccc(O)cc1)NC(=O)c1ccccc1 (centres undefined)	-26	-1	i
CC(=O)Nc1ccc(C(=O)NNC(=O)c2ccc(Cl)cc2Cl)cc1	-14	5	i
O=C(COC(=O)c1n[nH]c2ccccc12)Nc1ccc([N+](=O)[O-])cc1	2	14	i
COc1ccc(C(=O)NCC(=O)OCC(=O)NCc2ccco2)cc1	-10	-4	.
Cc1ccc(S(=O)(=O)N2CCOCC2)cc1NC(=O)CSc1nnnn1C1CCCC1	-28	1	.
CC(C)Oc1ccc(C2CC(=O)NC3=C2C(=O)CCC3)cc1 (centres undefined)	3	20	i

Profiles as entered above. Values in the order: OX1R antag-1	OX1R antag-2	CHT allo act
Results for OC(COc1cccc2ccccc12)CN1CCCC1 (centres undefined) : -20	21	i
Results for Cc1ccc(C(=O)NC(C(=O)NC2CCCC2)c2ccccc2)cc1 (centres undefined) : -16	2	i

Additional structures:
SMILES	OX1R antag-1	OX1R antag-2	CHT allo act
CCN1C(=S)N[C@@H](c2cccs2)C(C(=O)OC)=C1C	-7	7	i
CCN(CC)C(=S)Nc1ccc2nc3n(c(=O)c2c1)CCCCC3	-21	15	i
CCOC(=O)c1c(NC(C)=O)sc2c1C1CCN2CC1	-31	9	i
CS(=O)(=O)c1[nH]nc(-c2ccccc2Cl)c1C#N	13	11	i
COCCCn1c(=N)c(C(=O)NCC2CCCO2)cc2c(=O)n3ccccc3nc21 (centres undefined)	-12	93*	i
CCOc1ccccc1NC(=O)CN1C(=O)C(C)SC(C)C1=O (centres undefined)	-28	22	i
CCCCCNc1nc(N2CCCC2)c2c(c1C#N)CCN(C)C2	-32	21	i
Cc1noc(NS(=O)(=O)c2ccc(NC(=O)CC34CC5CC(CC(Br)(C5)C3)C4)cc2)c1C	-5	17	i
Cc1cc(=O)[nH]c2c1c(=O)[nH]n2C1CC(C)N(C)CC1C (centres undefined)	-9	11	i
Cc1ccc(S(=O)(=O)NCC(=O)N(CC(=O)NCC2CCCO2)Cc2ccc(Cl)cc2)cc1 (centres undefined)	-22	27	i
Cc1ccc(S(=O)(=O)NCCC(=O)Nc2ccc3c(c2)OCO3)cc1	-22	13	i
Cc1noc(C)c1C(=O)OCC(=O)Nc1ccc(C(N)=O)cc1	13	9	i
COc1ccc(NC(=O)c2cc(-c3ccco3)nc3ccccc23)cc1S(=O)(=O)N1CCOCC1	-3	10	i
C=CC[C@H](CC(=O)NCCO)C(=O)N[C@@H](COC(=O)[C@H](CC=C)CC(=O)OC(C)(C)C)Cc1c[nH]c2ccccc12	-19	11	.
CCOc1ccc(S(=O)(=O)N2CCNC(=O)C2)cc1	1	3	.
CC(=O)Nc1cccc(NC(=O)c2cc(C)on2)c1	9	11	i
COc1cc2c(c(OC)c1OC)CC(=O)N(C)CC2	-16	0	i
O=C1c2ccccc2C(=O)N1CCc1c[nH]c2ccccc12	-5	18	i
O=C(CSc1nc2c(sc3ccccc32)c(=O)n1CCCN1CCOCC1)NC1CCCC1	-41	21	i
CCC(C)NC(=O)CN(c1cc(Cl)cc(Cl)c1)S(C)(=O)=O (centres undefined)	-18	3	i
COC(=O)C1C/C(=N\NS(=O)(=O)c2ccc(C)cc2)c2sccc2C1 (centres undefined)	-17	0	i
Cc1ccc(S(=O)(=O)N2CCN(C(=O)COC(=O)C3CC3C)CC2)c(C)c1 (centres undefined)	-9	9	.
COc1ccccc1/C=C/C(=O)Nc1ccc(S(=O)(=O)Nc2cc(C)on2)cc1	-7	-4	i
CN1CCN(S(=O)(=O)c2ccc(N3CCN(c4ccccc4Cl)CC3)nc2)CC1	-6	3	.
O=C(O)c1ccccc1N=Cc1c(O)n(-c2nccs2)c(=O)c2ccccc12	-7	5	i
COc1cccc(CNC(=O)C2CCN(c3cnccn3)CC2)c1	-22	9	i
Cc1ccc(C(=O)OCC(=O)c2c[nH]c3ccccc23)cc1S(=O)(=O)N1CCCCC1	-7	34	i
CC(C)NC(=O)CSc1nnc(-c2ccncc2)n1-c1ccccc1	-4	16	i
CCCNC(=O)c1ccc(COc2cccc3ccccc23)o1	-9	-1	i
O=C(NCCCn1ccnc1)c1cccc(S(=O)(=O)Nc2ccc(Br)cc2)c1	-16	8	i
COc1ccc(-c2noc(CCC(=O)N3CCN(c4cccc(C(F)(F)F)c4)CC3)n2)cc1	-1	22	i
O=C(O)c1ccccc1Nc1cccc(C(F)(F)F)c1	0	17	.
COc1ccc(Nc2nc3ccc(C)cc3cc2C#N)c(OC)c1	-3	15	i
CC(C)C[C@H]1CN=C(Nc2ccccc2)N1CCc1cccc(F)c1	87*	8	.
O=c1oc(-c2ccccc2)nc2sc3c(c12)CCCC3	-26	1	i
CCCCCCCCN1[C@@H](CC(=O)O)c2cc(C(F)(F)F)ccc2S1(=O)=O	-23	29	i
CC1Cc2cc(/C(O)=C3/C(=O)C(=O)N(CCCn4ccnc4)C3c3ccco3)ccc2O1 (centres undefined)	1	12	i
COc1ccc(C(=O)O)cc1S(=O)(=O)NC(C)C	-4	20	i
C/C(=N/NC(=O)c1cccnc1)C1=C(O)CC(C)(C)CC1=O	4	5	i
Cc1cc(C)c(S(=O)(=O)N2CCC(C(=O)NCc3ccc(Cl)cc3Cl)CC2)c(C)c1	-15	12	i
COc1cc(CNCc2ccc3c(c2)OCO3)c([N+](=O)[O-])cc1OC	-27	28	i
O=C(c1c[nH]c2ccccc12)N1CCN(c2ccccc2)CC1	1	6	i
O=C(Oc1ccc([N+](=O)[O-])cc1)c1ccc(Cl)c(S(=O)(=O)N2CCCCC2)c1	3	17	i
O=C(COc1ccccc1)NC(=S)Nc1ccc2c3c(cccc13)CC2	-13	9	i
CCOC(=O)c1[nH]c(C)c(C(=O)OCC)c1C	-8	15	i
Cc1ccc(-c2csnn2)cc1	-9	19	i
N=C1CCCN1CC(=O)c1ccc(Br)cc1	3	7	i
Nc1ccn(CC(=O)NCCNc2ccc([N+](=O)[O-])cn2)c(=O)n1	-15	14	.
OCCC1CN(Cc2c(F)cccc2Cl)CCN1C1CCCC1 (centres undefined)	-26	-1	i
Cc1ccc2cc3cc(C(=O)NCCCN4CCCC4=O)oc3nc2c1	-15	22	i

28 compounds from above, sorted by molecular weight, low to high:
SMILES	OX1R antag-1	OX1R antag-2	CHT allo act
CCOC(=O)c1[nH]c(C)c(C(=O)OCC)c1C	-8	15	i
COc1ccc(C(=O)O)cc1S(=O)(=O)NC(C)C	-4	20	i
O=C(O)c1ccccc1Nc1cccc(C(F)(F)F)c1	0	17	.
O=c1oc(-c2ccccc2)nc2sc3c(c12)CCCC3	-26	1	i
C/C(=N/NC(=O)c1cccnc1)C1=C(O)CC(C)(C)CC1=O	4	5	i
O=C(c1c[nH]c2ccccc12)N1CCN(c2ccccc2)CC1	1	6	i
CCCNC(=O)c1ccc(COc2cccc3ccccc23)o1	-9	-1	i
COc1ccc(Nc2nc3ccc(C)cc3cc2C#N)c(OC)c1	-3	15	i
COc1cccc(CNC(=O)C2CCN(c3cnccn3)CC2)c1	-22	9	i
Nc1ccn(CC(=O)NCCNc2ccc([N+](=O)[O-])cn2)c(=O)n1	-15	14	.
CC(C)C[C@H]1CN=C(Nc2ccccc2)N1CCc1cccc(F)c1	87*	8	.
OCCC1CN(Cc2c(F)cccc2Cl)CCN1C1CCCC1 (centres undefined)	-26	-1	i
COc1cc(CNCc2ccc3c(c2)OCO3)c([N+](=O)[O-])cc1OC	-27	28	i
Cc1ccc2cc3cc(C(=O)NCCCN4CCCC4=O)oc3nc2c1	-15	22	i
CCC(C)NC(=O)CN(c1cc(Cl)cc(Cl)c1)S(C)(=O)=O (centres undefined)	-18	3	i
O=C(COc1ccccc1)NC(=S)Nc1ccc2c3c(cccc13)CC2	-13	9	i
COC(=O)C1C/C(=N\NS(=O)(=O)c2ccc(C)cc2)c2sccc2C1 (centres undefined)	-17	0	i
O=C(O)c1ccccc1N=Cc1c(O)n(-c2nccs2)c(=O)c2ccccc12	-7	5	i
Cc1ccc(S(=O)(=O)N2CCN(C(=O)COC(=O)C3CC3C)CC2)c(C)c1 (centres undefined)	-9	9	.
CCCCCCCCN1[C@@H](CC(=O)O)c2cc(C(F)(F)F)ccc2S1(=O)=O	-23	29	i
COc1ccccc1/C=C/C(=O)Nc1ccc(S(=O)(=O)Nc2cc(C)on2)cc1	-7	-4	i
O=C(Oc1ccc([N+](=O)[O-])cc1)c1ccc(Cl)c(S(=O)(=O)N2CCCCC2)c1	3	17	i
CC1Cc2cc(/C(O)=C3/C(=O)C(=O)N(CCCn4ccnc4)C3c3ccco3)ccc2O1 (centres undefined)	1	12	i
CN1CCN(S(=O)(=O)c2ccc(N3CCN(c4ccccc4Cl)CC3)nc2)CC1	-6	3	.
Cc1ccc(C(=O)OCC(=O)c2c[nH]c3ccccc23)cc1S(=O)(=O)N1CCCCC1	-7	34	i
COc1ccc(-c2noc(CCC(=O)N3CCN(c4cccc(C(F)(F)F)c4)CC3)n2)cc1	-1	22	i
O=C(NCCCn1ccnc1)c1cccc(S(=O)(=O)Nc2ccc(Br)cc2)c1	-16	8	i
Cc1cc(C)c(S(=O)(=O)N2CCC(C(=O)NCc3ccc(Cl)cc3Cl)CC2)c(C)c1	-15	12	i

Additional records
SMILES	OX1R antag-1	OX1R antag-2	CHT allo act
CC(=O)Nc1ccc(NC2=C/C(=N/S(=O)(=O)c3cccs3)c3ccccc3C2=O)cc1	-24	55	i
COC(=O)c1ccc(C(=O)OC)c(NC(=S)N2CCCCC2C)c1 (centres undefined)	-5	9	i
C[N+](C)(C)CCCCCC[N+](C)(C)C	3	7	i
Cc1nn(-c2ccccc2)nc1-c1nnc(-c2ccc(C(F)(F)F)cc2)o1	-11	-1	i
O=C(Nc1ccccc1)c1ccc2ccccc2n1	-7	13	i
